Assay outcomes: PubChem, several laboratories
NR2E3 ag-1 = inhibitors of NR2E3-RetCOR corepressor binding, primary screen, NR2E3 agonist project, biochemical, TR-FRET, GST-NR2E3, biotin-RetCOR; 1536-well; inhibition of corepressor binding, % at 4.78 µM; hit rate 0.12% among 320,000; AID 2300, 2010;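 active means percent inhibition above the cutoff of mean plus 3 SD of all tested compounds, set per screening campaign, cut at about 20% in these data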;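 further: 0% = DMSO wells and 100% = biotin wells as full block of FRET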
Target sequence (Q9Y5X4 whole entry, looked up): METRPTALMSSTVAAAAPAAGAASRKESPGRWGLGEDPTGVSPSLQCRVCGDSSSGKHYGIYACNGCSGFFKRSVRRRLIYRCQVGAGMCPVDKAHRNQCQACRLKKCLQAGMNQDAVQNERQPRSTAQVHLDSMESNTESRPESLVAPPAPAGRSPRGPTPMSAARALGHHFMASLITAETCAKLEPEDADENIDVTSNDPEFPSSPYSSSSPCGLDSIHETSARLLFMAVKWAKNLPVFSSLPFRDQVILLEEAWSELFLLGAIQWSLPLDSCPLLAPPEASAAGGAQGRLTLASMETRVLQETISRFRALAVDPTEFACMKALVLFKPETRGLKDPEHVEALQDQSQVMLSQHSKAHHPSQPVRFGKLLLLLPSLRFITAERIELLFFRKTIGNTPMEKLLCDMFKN
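Material: NR2E3–RetCOR corepressor complex | Quantity: 1.35 nM GST-tagged NR2E3 final | Schedule: 5 h at 4 °C | Replication: Singlicate compound wells | Reagent: RetCOR corepressor, biotinylated, 7 nM | Controls: Biotin wells as high control, 0.6% DMSO wells as low control | Signal: TR-FRET, Eu(K)-anti-GST donor, streptavidin-D2 acceptor, ex 340, em 617/671 nm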
KKLEB cytotox = cytotoxicity in KKLEB CF airway cells, primary screen, cytotoxicity control for CF NF-kB inhibitor project, cell-based, uHTS, fluorescence assay plates; KKLEB CF airway cells viability, ATPlite luminescence, overnight; active compounds read low; cells stimulated with P. aeruginosa culture filtrate; activity change (cytotoxicity), % at 5 µM; hit rate 0.36% among 360,000;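 active means corrected activity change at or below -50% at 5 µM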
CF NFkB block = inhibitors of PAF-induced NF-kB signaling, primary screen, cell-based, GFP fluorescence, uHTS. KKLEB NF-kB-GFP reporter, GFP fluorescence overnight. inhibition, % at 5 µM. hit rate 0.86% among 360,000;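 active means at least 50% inhibition at 5 µM, scaled per plate between neutral and stimulator controls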;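 further: PAF is a Pseudomonas aeruginosa culture filtrate used as stimulus; plate controls were PAF-stimulated DMSO wells for no effect and unstimulated DMSO wells for full effect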
Peg3 promoter = Peg3 promoter-driven luciferase inhibitors, primary screen, cell-based, HeLa, luciferase luminescence | HeLa PEG-Prom luciferase reporter, overnight | inhibition, % at 20 µM | hit rate 1.7% among 360,000 | AID 588405, 2011;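 active means inhibition of at least 50% at 20 µM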
TWEAK-Fn14 inh = inhibitors of TWEAK-Fn14 signaling, primary screen, luciferase reporter cells, uHTS; TWEAK-stimulated Fn14 reporter cells, luciferase luminescence, 8 h; inhibition, % at 10 µM; hit rate 2% among 360,000; AID 1159606, 2016; in the data active means inhibition above about 50%
iPSC survival up = enhancers of single-cell hiPSC survival, primary screen, ATPlite luminescence. 100% = ROCK inhibitor wells, 0% = DMSO. hit rate 0.044% among 360,000. survival enhancement, % at 20 µM; in the data active means survival enhancement above about 18%;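 further: cells exposed to compounds for 16 hours before the ATP read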
HIF-2a block = HIF-2a reporter inhibitors, primary screen, luminescence, 786-0 RCC cells. 786-0 RCC cells HIF-2a reporter, luciferase luminescence, overnight. inhibition, % at 18.8 µM. hit rate 0.72% among 360,000. AID 624352, 2012;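 active means inhibition of the luminescence signal of 40% or more relative to plate controls, in a single-dose primary screen at 18.75 µM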
Shn3 3UTR inh = reduction of Shn3 3'UTR firefly luciferase signal, primary screen, Schnurri-3 inhibitor project, cell-based, Clone20 osteoblasts, set 2 | inhibition, % at 12.5 µM | hit rate 0.52% among 360,000 | Clone20 osteoblast Shn3 3'UTR firefly luciferase, 24 h | AID 588674, 2011;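 active means mean inhibition of at least 75% with every replicate also reaching 75%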;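 further: 0% = median of neutral control wells and 100% = pilot-screen positive control compound; some compounds past the cut are filed as inactive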
aDG glyco up = activators of alpha-DG glycosylation, primary screen, uHTS, Pro5-aDG cells, AlphaScreen | alpha-DG glycosylation AlphaScreen (IIH6); 0% Pro5, 100% B10-LARGE cell signal | activation, % at 10 µM | hit rate 0.22% among 360,000 | AID 624168, 2012;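 active means activation of at least 8% versus controls, or a plate z-score of at least 8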;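 further: Pro5 are CHO cells carrying HIG-tagged alpha-DG that lacks glycosylation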
MITF TRPM1 inh = inhibitors of MITF-dependent TRPM1 promoter reporter, primary screen, cell-based, SK-MEL-5, single point, luciferase | SK-MEL-5 TRPM1 promoter luciferase, 24 h | inhibition, % at 12.5 µM | hit rate 0.83% among 330,000;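 active means mean inhibition across replicates of 60% or more, whatever share of single replicates reaches that level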; further: values of inactives mirror those of a sister screen read the other way
NR2E3 ag-2 = NR2E3 agonists in two-hybrid cells, primary screen, cell-based, luminescence, CHO-S, Gal4-NCOR/VP16-NR2E3. hit rate 0.35% among 360,000. luciferase. inhibition of corepressor binding, % at 3.98 µM. AID 602229, 2012;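 active means inhibition above the mean of all tested compounds plus 3 SD, cut at about 70% in these data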;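 further: 0% = DMSO with NR2E3 transfected cells and 100% = cells lacking NR2E3 construct; higher means lower luciferase signal from less NR2E3 corepressor binding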
* = called active by the depositor; . = no result given.

SMILES	NR2E3 ag-1	KKLEB cytotox	CF NFkB block	Peg3 promoter	TWEAK-Fn14 inh	iPSC survival up	HIF-2a block	Shn3 3UTR inh	aDG glyco up	MITF TRPM1 inh	NR2E3 ag-2
CC(=O)c1ccc(NC(=O)CCc2c(C)nc3ncnn3c2C)cc1	.	-9.0	-14.9	-105.2	-11.2	1.2	-117.7	-35.0	-0.4	-21.3	-34.6
CC(C)[C@H](Nc1ccc(C(F)(F)F)cc1[N+](=O)[O-])C(=O)O	-0.2	-8.2	-28.1	-0.1	6.1	0.5	-1.6	.	-0.2	-0.4	8.8
O=C(Nc1ccnn1C1CCN(C(=O)c2ccc(Cl)c(F)c2)CC1)C1CCOC1 (stereo not drawn)	.	-3.9	23.5	20.3	-12.8	-0.2	17.2	-0.1	0.2	2.2	-20.0
Cc1ccc(S(N)(=O)=O)cc1	0.6	-13.4	-1.4	-8.5	3.9	1.5	13.7	-3.6	-0.1	2.2	3.8
Cc1ccc(NC(=O)c2cncc(Br)c2)nc1	-0.9	-0.1	14.7	-208.6	-14.5	-0.2	-182.0	-57.7	0.1	-35.1	-73.2
O=C(Nc1ccccc1)c1cccnc1Nc1ccccc1	-3.3	-3.9	-0.3	-10.2	21.3	0.6	-17.0	2.9	0.1	-21.0	19.3
COc1ccc(C(=O)NCCSCc2ccc(Cl)cc2)cc1OC	1.0	3.5	1.6	-1.9	-11.8	0.8	13.3	7.2	0.0	0.0	3.4
Cc1ccc(OCC(=O)NNC(=O)Nc2ccc(Cl)cc2)c(Br)c1	-1.1	-9.2	5.0	15.7	-20.6	-0.4	8.5	4.7	0.4	14.8	-10.5
COc1ccccc1C(=O)NC(=O)COC(=O)c1ccc(Cl)cc1[N+](=O)[O-]	-0.9	3.7	7.5	-3.5	-4.0	0.4	-1.6	-18.3	0.0	2.1	-1.1
CCOC(=O)c1c(C)nn(-c2ccc(NC(=O)CSCC(=O)O)cc2)c1C	5.7	6.1	14.0	6.7	-2.3	0.0	33.1	3.1	0.0	3.9	-0.6
CCN1CCN(c2ccc(S(=O)(=O)N3CCOCC3)cc2NC(=O)COc2ccc(F)cc2Cl)CC1	-0.8	-3.1	-0.9	-8.5	-1.8	-0.3	15.2	6.9	-0.3	-1.6	-12.2
O=C(CN1CCC(NC(=O)Nc2ccccc2)CC1)Nc1ccc([N+](=O)[O-])cc1	2.9	-2.1	-14.5	-2.9	22.3	-0.5	-0.1	25.9	-0.2	-6.7	-18.8
O=C(OC(C(=O)NCc1ccc2c(c1)OCO2)c1ccccc1F)c1ccco1 (stereo not drawn)	0.5	2.4	-2.0	-37.5	12.4	-0.5	-49.6	3.9	-0.1	-7.6	-22.4
COc1ccc2oc(C(=O)OCC(=O)N3CCN(C(C)=O)CC3)c(C)c2c1	-3.0	-10.4	7.5	-15.5	3.2	1.7	12.2	1.1	0.2	-2.5	-31.1
Cn1nnc(NC(=O)c2cccs2)n1	2.2	-1.8	-6.4	-2.1	-18.7	0.4	-6.0	13.8	0.0	-3.0	-25.8
Cc1ccc(CNC(=O)CC(NC(=O)c2ccccc2)c2ccccc2)cc1 (stereo not drawn)	3.3	-4.1	4.0	8.0	9.1	1.2	20.1	-18.1	0.1	0.5	-28.5
CCOC(=O)C1CCN(C(=O)COc2ccc(C(=O)c3ccccc3)cc2)CC1	.	7.7	-10.6	10.2	21.1	-1.2	10.9	12.7	0.0	.	-19.3
CC1CC(C)CN(C(=O)Cn2nnc(-c3ccc(Br)cc3)n2)C1 (stereo not drawn)	7.3	12.4	2.5	12.1	28.3	0.4	4.7	0.5	0.0	7.5	4.9
O=S(=O)(Nc1cccc(-n2cnnn2)c1)c1ccccc1C(F)(F)F	3.2	-1.6	1.5	6.9	-2.7	-0.4	10.5	-5.5	-0.1	4.2	-13.4
CCOc1ccc(/C=C(\C#N)C(=O)NCC2CCCO2)cc1OCC (stereo not drawn)	2.1	3.9	-6.3	8.7	10.2	3.5	6.1	-0.8	0.5	-6.1	7.3
CCOc1ccc(C(=O)NCC2CCN(CC3CCCCC3)CC2)cc1	.	-1.4	20.1	-14.4	-11.1	0.3	11.0	-7.0	0.2	-4.4	17.2
Cc1cccc(C)c1NC(=O)CN1CCNCC1	2.8	5.1	2.4	4.7	10.6	-1.9	14.7	-18.1	-0.1	-8.7	-9.4
COC(=O)N/N=C/c1cc(N=Nc2ccccc2Cl)ccc1O	1.8	31.6	-7.0	-117.6	20.9	0.1	-283.6	-61.3	-0.2	-63.2	-96.7
Clc1c(-c2nnc3n2CCCCC3)sc2ccccc12	3.6	5.6	31.4	-44.8	-59.4	7.6	-64.6	0.0	-0.1	-4.4	18.2
N#Cc1c(Cc2cccc3ccccc23)nn(CCO)c1N	0.9	-0.5	10.6	14.1	-4.4	-1.6	10.9	-4.3	1.5	-7.3	19.5

Compounds listed so far that contain an aryl methoxy group, in the order listed:
SMILES	NR2E3 ag-1	KKLEB cytotox	CF NFkB block	Peg3 promoter	TWEAK-Fn14 inh	iPSC survival up	HIF-2a block	Shn3 3UTR inh	aDG glyco up	MITF TRPM1 inh	NR2E3 ag-2
COc1ccc(C(=O)NCCSCc2ccc(Cl)cc2)cc1OC	1.0	3.5	1.6	-1.9	-11.8	0.8	13.3	7.2	0.0	0.0	3.4
COc1ccccc1C(=O)NC(=O)COC(=O)c1ccc(Cl)cc1[N+](=O)[O-]	-0.9	3.7	7.5	-3.5	-4.0	0.4	-1.6	-18.3	0.0	2.1	-1.1
COc1ccc2oc(C(=O)OCC(=O)N3CCN(C(C)=O)CC3)c(C)c2c1	-3.0	-10.4	7.5	-15.5	3.2	1.7	12.2	1.1	0.2	-2.5	-31.1

Next compounds:
SMILES	NR2E3 ag-1	KKLEB cytotox	CF NFkB block	Peg3 promoter	TWEAK-Fn14 inh	iPSC survival up	HIF-2a block	Shn3 3UTR inh	aDG glyco up	MITF TRPM1 inh	NR2E3 ag-2
Cc1c(Cl)cccc1NC(=O)NCc1ccc(F)cc1	3.4	5.5	-5.3	-88.1	-0.4	-2.7	-75.8	-15.3	0.8	-27.4	-15.3
CC1(C)C=C(c2ccc(C=O)s2)CC(C)(C)N1	-2.7	4.3	-7.9	1.2	1.4	0.7	5.0	-10.9	-0.3	5.4	8.6
Cc1nc2c(sc(=S)n2Cc2ccco2)c(=O)n1CC(=O)Nc1ccccc1	-2.1	-14.4	21.8	23.0	6.6	0.1	13.1	19.7	-0.3	5.6	-19.9
COc1ccccc1-c1cccc(-c2nc(C(=O)N3CCCCC3)cc3c2[C@@H](CCO)N(S(=O)C(C)(C)C)C3)c1 (stereo partly drawn)	.	-4.5	-24.0	-2.5	-8.5	2.0	9.0	5.8	-0.1	.	-2.7
CC(=C/c1ccccc1)/C=N/n1c(-c2ccncc2)n[nH]c1=S	4.8	-4.2	76.3*	-0.9	77.5*	4.6	16.0	2.8	0.3	-29.8	-61.0
C=CCNC(=O)COc1c(C)ccc(C)c1C	-1.3	-10.8	11.5	-3.1	9.0	-0.3	3.5	9.3	0.2	1.3	21.9
CCC(C)(C)c1nnc(NC(=O)c2cccc([N+](=O)[O-])c2)s1	1.1	0.3	-1.1	-105.8	-18.3	-0.7	-145.5	-82.9	-0.1	-31.8	-46.6
Cn1nccc1C(=O)OCC(=O)Nc1cccc(Cl)c1	2.0	5.3	10.3	-5.7	-9.7	-0.5	-6.9	-9.8	-0.1	5.9	-40.4
COc1ccc(NC(=O)C2CCC(CNc3c(N4CCOCC4)c(=O)c3=O)CC2)cc1Cl (stereo not drawn)	2.5	-8.7	16.8	5.0	-20.2	1.6	17.5	6.3	0.0	2.3	-9.5
CCCCn1c(N)c(N(CC(C)C)C(=O)Cn2c(=O)oc3ccccc32)c(=O)[nH]c1=O	1.0	-16.7	15.7	7.1	3.8	0.2	17.1	-2.4	0.1	12.4	-8.6
Cc1cc(OCC(=O)OCC(=O)NCc2ccco2)ccc1Cl	-2.8	4.2	16.1	3.8	-8.9	-0.6	11.4	5.2	0.3	-4.2	-5.0
Cc1ccc(S(=O)(=O)n2nc(OC(=O)c3ccccc3C)cc2N)cc1	4.8	-2.4	0.9	18.8	57.0*	1.3	4.7	4.0	0.1	-6.3	3.2
COc1ccc(/C=c2\s/c(=C/C(=O)c3ccc(C)cc3)[nH]c2=O)c(OC)c1	1.2	-13.8	0.6	6.1	-37.4	5.3	8.5	-1.7	-0.4	-0.8	9.8
COc1ccc(-c2ccc(SCC(=O)c3cccs3)nn2)cc1OC	-3.0	-10.3	15.8	-32.8	-27.3	-0.6	-33.3	3.5	-0.1	-14.6	-1.3
COc1ccc2[nH]c3c(=O)n(CCCC(=O)NC4CCCCC4C)c(=S)[nH]c3c2c1 (stereo not drawn)	-2.6	7.6	-6.6	16.2	-10.5	-0.3	12.8	-0.6	-0.1	-1.0	8.2
O=C(N/N=C/c1cc(Br)c(Br)o1)c1cccnc1	-3.6	-2.0	4.8	7.6	-3.8	0.0	-7.9	-6.4	0.1	5.9	-19.6
CSc1ncc2[nH]c(C(O)c3ccccc3)nc2n1 (stereo not drawn)	.	16.3	-21.3	-46.0	4.1	0.2	-76.6	27.0	0.6	13.3	-14.0
Cc1ccc(N2CN(Cc3ccco3)CNC2=S)c(C)c1	-4.0	-3.9	-0.1	-2.0	-9.9	-2.0	-1.5	-2.1	0.0	2.0	-21.9
Cc1cc(C(=O)N/N=C/c2ccc[nH]2)n[nH]1	3.2	11.4	-4.5	-70.4	13.1	5.0	-75.5	-26.4	0.1	-21.9	-0.5
COc1ccc(C(=O)N2CCc3ccc(NC(=O)c4ccccn4)cc3C2)cc1F	.	-1.8	15.4	-116.9	-6.9	-0.1	-176.6	7.2	1.7	-45.6	-35.3
O=C(NC1CCCC1)C1CCC(CNS(=O)(=O)c2ccc(F)cc2)CC1 (stereo not drawn)	-2.2	20.3	-2.0	-7.9	-0.1	-0.3	-12.1	5.1	0.0	3.2	-36.8
Cn1cc(CNC(=O)C2CCC(=O)N(Cc3cccc(C(F)(F)F)c3)C2)cn1 (stereo not drawn)	.	33.3	-16.2	10.0	-0.8	-0.4	10.1	8.1	0.0	-6.8	-6.0
CC(C)(C)NC(=O)COC(=O)c1cncc(Br)c1	0.8	19.1	-9.0	-9.6	-8.7	0.8	7.4	11.2	0.0	-6.1	-35.9
O=C(c1ccc2c(c1)OCCO2)N1CCN(Cc2c(F)cccc2Cl)CC1	2.1	4.3	39.3	5.6	-9.2	-2.8	-17.2	12.5	-0.3	-2.5	-8.0
CCCSCCCNC(=O)CN1C(=O)COc2ccc(S(=O)(=O)N3CCCC3)cc21	2.8	-4.9	-2.0	-7.6	-3.4	-0.5	1.0	7.5	0.5	2.3	-14.6
